Bioassay records deposited in PubChem BioAssay by several laboratories.
FLuc inh counter: counter-screen for luciferase assay inhibitors: firefly luciferase inhibition; ATPLite firefly luciferase biochemical luminescence, 10 min; AID 1006; P08659; inhibition, % at 10 µM; 200,000 compounds, 1.5% hits;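 active = inhibition above about 50% when tested at 10 µM, limit read from the data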
Target sequence (P08659 whole entry, looked up): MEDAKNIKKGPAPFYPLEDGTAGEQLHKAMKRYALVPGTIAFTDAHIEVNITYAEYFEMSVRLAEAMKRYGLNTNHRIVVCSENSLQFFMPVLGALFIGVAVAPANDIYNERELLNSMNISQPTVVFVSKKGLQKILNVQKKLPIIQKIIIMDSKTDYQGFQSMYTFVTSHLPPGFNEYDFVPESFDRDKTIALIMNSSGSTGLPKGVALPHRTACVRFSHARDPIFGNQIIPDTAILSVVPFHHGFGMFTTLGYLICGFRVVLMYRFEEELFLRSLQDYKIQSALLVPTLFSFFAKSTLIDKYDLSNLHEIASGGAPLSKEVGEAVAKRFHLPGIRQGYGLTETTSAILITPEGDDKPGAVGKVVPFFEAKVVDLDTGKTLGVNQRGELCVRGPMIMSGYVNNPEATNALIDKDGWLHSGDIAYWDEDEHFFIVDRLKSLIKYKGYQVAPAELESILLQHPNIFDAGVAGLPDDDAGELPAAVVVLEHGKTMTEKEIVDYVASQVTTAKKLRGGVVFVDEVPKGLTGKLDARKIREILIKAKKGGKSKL
TNAP act hiacc: activators of human TNAP at high phosphate acceptor concentration; P05186; purified TNAP, CDP-star luminescence, 1 M DEA, 30 min; hits give high values; 0 = EDTA background, 1 = DMSO-only activity; activation factor at 20 µM; 200,000 tested, under 10 active;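 active = activation factor at least 2 at 20 µM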
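Test system – human TNAP · Doses – 20 µM single point · Incubation – 30 min, room temperature · Signal – luminescent substrate turnover signal · Read-out basis – activation factor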
bIAP act: intestinal alkaline phosphatase (bovine) activation. purified bovine IAP, CDP-star luminescence, 30 min; hits give high values; fold of DMSO-control signal, blank-subtracted. activation factor at 20 µM. 200,000 compounds, 0.17% hits;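 active = activation factor of 2 or more at 20 µM, a signal rise over negative controls twice the positive control's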
PMI activator: increases human mannose-6-phosphate isomerase activity. P34949. purified human PMI, coupled resazurin fluorescence, 20 min; hits give high values; 1 = vehicle control, 0 substrate-free wells. activation factor at 20 µM. 190,000 compounds, 0.005% hits. AID 1214;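 active = activation factor of 2 or more at 20 µM, relative to plate controls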
Target sequence (P34949 whole entry, looked up): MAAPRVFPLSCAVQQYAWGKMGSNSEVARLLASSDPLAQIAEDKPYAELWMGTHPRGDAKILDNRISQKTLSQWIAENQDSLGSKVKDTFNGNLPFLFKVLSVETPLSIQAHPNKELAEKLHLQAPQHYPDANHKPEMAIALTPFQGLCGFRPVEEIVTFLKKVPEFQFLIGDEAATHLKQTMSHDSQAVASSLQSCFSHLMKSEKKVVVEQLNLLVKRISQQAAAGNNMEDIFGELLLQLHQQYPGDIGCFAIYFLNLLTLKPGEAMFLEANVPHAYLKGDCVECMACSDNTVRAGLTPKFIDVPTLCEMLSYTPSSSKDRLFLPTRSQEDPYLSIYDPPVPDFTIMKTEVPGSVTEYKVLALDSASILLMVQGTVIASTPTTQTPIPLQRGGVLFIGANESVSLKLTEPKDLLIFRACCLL
TNAP inh hi DEA: inhibitors of human TNAP at high phosphate acceptor concentration; purified TNAP, CDP-star luminescence, 1 M DEA; 200,000 compounds, 0.03% hits; AID 1135; inhibition, % at 20 µM;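 active = over 50% inhibition of tissue-nonspecific alkaline phosphatase at 20 µM in the single-dose screen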;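 also: plate controls were DMSO wells for no effect and EDTA-quenched wells as full inhibition for full effect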
APP 5'UTR act: APP 5'UTR luciferase reporter activation. SH-SY5Y APP 5'UTR luciferase reporter, luminescence; zero percent = DMSO vehicle wells. activation, % at 2 µM. 190,000 compounds, 1% hits;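 active = activation above a set limit, based on mean plus 3 SD of controls, cut at about 140% in these data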; also: values of inactives mirror those of a sister screen read the other way
NF-kB expr up: compounds increasing NF-kB expression in human neuronal cells; NF-kB reporter expression; hits give high values; fold change at 12.5 µM; 190,000 compounds, 1.6% hits; AID 1239; in the data active = fold change above about 3.3
FLuc act counter: affects firefly luciferase, flagging false hits in luciferase stimulation screens | ATPlite luciferase biochemical, luminescence, 10 min; 0 = ATP-free wells, 1 = DMSO control | activation factor at 10 µM | 200,000 tested, under 10 active | AID 1027;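 active = luciferase activation factor, scaled between plate controls, of at least 2 with compound at 10 µM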
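test system = cell-free luciferase reagent | medium = PBS as buffer for the ATP substrate | dosing = test compounds dosed from 2 mM stocks in 100% DMSO | incubation = 10 min at ambient temperature | detection = luminescence measurement of luciferase light output | benchmarks = low control with PBS replacing ATP, high control enzyme plus ATP without compound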
TNAP inh no acc: blocks human TNAP activity with no phosphate acceptor present; purified TNAP, CDP-star luminescence, 30 min; inhibition, % at 20 µM; 200,000 compounds, 0.26% hits;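 active = tissue-nonspecific alkaline phosphatase inhibition above about 50% at 20 µM in the single-dose screen, limit read from the data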;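 also: 0% = DMSO negative control and 100% = EDTA positive control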
PMI act hi M6P: increases human PMI activity with near-saturating mannose 6-phosphate; activation factor at 20 µM; 190,000 compounds, 0.34% hits; coupled PMI enzyme assay, resazurin fluorescence, 20 min; hits give high values; 1 = untreated enzyme, 0 = substrate-free blank;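 active = activation factor of 2 or more at 20 µM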
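Test system: human phosphomannose isomerase with PGI, G6PDH, diaphorase coupling enzymes / Doses: 20 µM compound, 1% DMSO / Times: enzyme reaction with compound 20 min at room temperature / Measured by: Diaphorase-driven resazurin-to-resorufin fluorescence, excitation 544, emission 590 nm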
Active calls of the source: *; . = no result given.

SMILES	FLuc inh counter	TNAP act hiacc	bIAP act	PMI activator	TNAP inh hi DEA	APP 5'UTR act	NF-kB expr up	FLuc act counter	TNAP inh no acc	PMI act hi M6P
Cc1ccc(Cl)cc1N1CCN(S(C)(=O)=O)CC1	-5.4	1	0.9	1	0.2	-1.2	1.08	1.1	-4.3	1.1
C=C(C)CN(CC)C(=O)CCc1nnc(CCCc2ccccc2)o1	-1.8	1	1.2	1	2.5	84.6	2.37	1	-6.4	1
COc1ccc(/C=C2/SC(=O)N(CC(=O)Nc3cc(C)on3)C2=O)cc1OC	-0.9	1	0.8	0.8	1.5	-5.4	1.01	1	-4.1	0.9
Cc1nc(SCC(=O)Nc2ccccc2C(F)(F)F)c(C#N)c(C)c1CC(=O)c1ccc(Br)cc1	-5.8	1	0.8	1	-3.5	2.6	0.91	1.1	-6.8	1
COC(=O)c1cc(NC(=O)c2cccc(Cl)c2)c(=O)oc1/C=C/Nc1cc(C)cc(C)c1	-1.4	0.6	0.8	0.9	43.2	0.7	0.84	1	48.3	0.8
Cc1c(N=C/C=C/c2ccccc2)c(=O)n(-c2ccccc2)n1C	-6.9	1.1	0.9	1	-5.3	-9.2	0.99	1.1	-10.1	1
O=C(OCCN1CCN(c2ncc(C(F)(F)F)cc2Cl)CC1)c1ccc(Cl)cc1	-3.1	1	1	0.8	-1.7	-0.8	0.95	1	1.8	0.8
CCn1c(=S)[nH]c2cc(C(=O)O)ccc21	-0.4	1	0.9	1.3	-3.9	-11.1	0.9	1	7.1	1.4
C/C(Cl)=C/Cn1c(SC(C)C)nc2c1c(=O)[nH]c(=O)n2C	-6.3	1	1	0.8	-1.7	6.5	0.32	1.1	-4.9	0.9
O=c1ccc(-c2ccccc2)n[nH]1	-6.9	1.1	0.9	1	-5.7	-19.1	1.33	1.1	-10.5	1
O=C(c1cccc(S(=O)(=O)N2CCCC2)c1)N1CCCc2ccccc21	0.9	1	1	1	2.8	26.4	0.97	1	-7.9	1
Cc1ccc(NS(=O)(=O)c2ccc(CCC(=O)N3CCOCC3)cc2)cc1	-4.2	1.1	1	1	-5.3	-14.1	1.78	1	-11.1	1
Cc1ccc(N2CCN(c3cc(C)nc4nc(C)nn34)CC2)c(C)c1	-0.1	1	0.8	1.1	0.5	-9.4	1.27	1	-3.0	1
CCOc1ccccc1OCCC(=O)Nc1ccc(F)c(Cl)c1	-5.6	1	1	1	-3.6	-6.7	1.07	1.1	-9.9	0.9
Cc1cccc(NC(=O)N2CCCC2C(=O)NCc2cccs2)c1 (configuration not stated)	-7.2	1	0.9	1	-1.3	3.3	1.11	1.1	-5.2	1
COc1ccc(NC(C(=O)Nc2cccc(C(C)=O)c2)c2ccccc2)cc1 (configuration not stated)	1.7	1	0.9	0.7	-1.9	9.9	1.34	1	-8.7	0.7
COc1ccc(C(=O)NCCn2cc(SCC(=O)N3CCOCC3)c3ccccc32)cc1	-4.4	1.1	1.1	1.1	-5.1	23.5	0.76	1	-3.7	1
Cc1ccc(CNC(=O)Nc2ccc(C)cc2)cc1	8.4	1	1.2	1.1	-3.7	6.7	.	0.9	-6.5	0.9
CC(OC(=O)c1ccc2ccccc2n1)C(=O)Nc1ccc(N2CCOCC2)cc1 (configuration not stated)	-0.6	1	1	0.8	3.1	-9.4	1.08	1	-4.0	0.9
CC1(C)Cc2[nH]c(=O)c(C#N)cc2CS1	-8.8	1.1	1	1	-5.6	2.4	0.98	1.1	-10.9	1
CC(C)c1csc(CN2CCN(Cc3ccccc3)C(CCO)C2)n1 (configuration not stated)	-3.9	.	1.3	0.9	.	-9.8	1.19	1	-9.5	0.9
COc1ccc(NC(=O)c2ccccc2SC)c(OC)c1	0.9	1.1	0.9	1	-6.5	1.6	1.09	1	-12.0	1
OCCCNC(=S)Nc1ccc2nccnc2c1	-4.6	1	1	1	-3.2	-3.4	1.07	1	-6.0	0.5
CCOc1ccc(NS(=O)(=O)c2ccc3[nH]c(=O)oc3c2)cc1	-2.3	1	0.9	1.1	-3.7	3.5	1.13	1	-10.5	1.1
C=CCn1c(SCC(=O)NC2CCS(=O)(=O)C2)nnc1-c1ccncc1 (configuration not stated)	0.0	1	1	1.1	-1.3	2.6	1.04	1	0.6	0.9
C=COCCNC(=S)N1CCOCCOCCN(C(=S)NCCOC=C)CCOCCOCC1	-6.7	1	1.1	1.1	-1.0	20.5	1.16	1.1	-9.4	1
Cc1cc(C(=O)COC(=O)c2ccc(Br)o2)c(C)n1C	28.3	1	0.9	1	-2.7	70.5	3.96*	0.7	-13.4	0.9
CCNS(=O)(=O)c1ccc(NC(=O)Nc2cccc(OC)c2)cc1	3.8	1.1	0.8	0.9	-7.0	16.1	1.56	1	0.3	0.9
O=C(NNS(=O)(=O)c1ccccc1[N+](=O)[O-])c1ccccc1[N+](=O)[O-]	-5.9	1	1	1	-4.0	1.6	1.2	1.1	-9.3	1
CCC(CC)C(=O)Nc1cc(C(=O)OC)cc(C(=O)OC)c1	-4.6	1	1	0.8	-3.5	10.4	1.01	1	-9.6	0.9

2 compounds picked at random from the list so far:
SMILES	FLuc inh counter	TNAP act hiacc	bIAP act	PMI activator	TNAP inh hi DEA	APP 5'UTR act	NF-kB expr up	FLuc act counter	TNAP inh no acc	PMI act hi M6P
COc1ccc(NC(=O)c2ccccc2SC)c(OC)c1	0.9	1.1	0.9	1	-6.5	1.6	1.09	1	-12.0	1
COc1ccc(C(=O)NCCn2cc(SCC(=O)N3CCOCC3)c3ccccc32)cc1	-4.4	1.1	1.1	1.1	-5.1	23.5	0.76	1	-3.7	1

Next part:
SMILES	FLuc inh counter	TNAP act hiacc	bIAP act	PMI activator	TNAP inh hi DEA	APP 5'UTR act	NF-kB expr up	FLuc act counter	TNAP inh no acc	PMI act hi M6P
Cc1[nH]n(-c2ccccc2)c(=O)c1/C=N/n1c(C)nc2ccccc2c1=O	6.7	1.1	1	1.3	-7.1	-11.7	1.32	0.9	0.8	1.3
O=C(NCc1ccco1)c1sc2cc(F)ccc2c1Cl	13.0	1	0.7	1	-2.1	22.1	1.66	0.9	-11.5	1
O=C(NC1CCCCCC1)c1cc(=O)[nH]c2ccc(S(=O)(=O)N3CCOCC3)cc12	-5.7	1	1	1	-4.5	20.6	0.93	1.1	-4.6	1
Cc1nnnn1/C(=C\c1ccccc1)C(=O)OCC(=O)N(C)C1CCS(=O)(=O)C1 (configuration not stated)	-1.9	1	1	1.1	-0.3	-19.8	1.03	1	-5.7	1
COCCCNC(=O)CSC1=Nc2ccccc2C2=NC(CC(=O)NCc3ccccc3)C(=O)N12 (configuration not stated)	0.4	1	0.9	1	-1.7	-1.6	1.05	1	-5.7	1
CCN(CC)S(=O)(=O)c1ccc(/C=C/C(=O)OCC(=O)Nc2ccc(C(N)=O)cc2)cc1	-6.2	1.1	1	1.1	-6.4	-2.2	1.23	1.1	-10.7	1
O=C(Nn1cc(C(=O)N2CCN(c3ccccc3F)CC2)c2ccccc2c1=O)c1cnccn1	-3.6	1	1.1	0.9	-1.9	-21.4	0.68	1	-1.0	0.8
CNC(=S)N1CCC(NC(=O)C(Cc2ccccc2)NC(C)=O)CC1 (configuration not stated)	-7.7	1	1	1.1	-1.1	10.2	1.25	1.1	-10.0	1.1
Cc1cc(N2C(=O)C(=O)/C(=C(/O)c3ccc(Cl)cc3)C2c2cccc(Br)c2)no1 (configuration not stated)	-4.6	1	0.9	0.9	-3.8	-5.0	1.13	1	-9.2	1
Cc1ccc(C(=O)N(CC(=O)NC2CCCCC2)c2ccccc2F)s1	-7.4	1.1	1	0.9	-5.8	6.9	0.86	1.1	-3.8	0.8
CC(=O)Nc1cc(S(=O)(=O)Nc2ccccc2C)c(C)cc1C	-6.7	1	1	1	-3.6	6.3	0.92	1.1	-10.5	1
CC1CC(O)(Cc2ccccc2)C(C)CN1C (configuration not stated)	-6.6	1	1	1	-2.4	-4.1	1	1.1	-8.2	1
Cc1ccc2nc(S(=O)(=O)O)[nH]c2c1	-3.0	1.1	1	1.1	-8.2	15.6	1.1	1	-12.6	1
CCCC(=O)Nc1ccc2oc(-c3cncc(Br)c3)nc2c1	10.6	1.1	1.1	0.8	-6.1	127.8	3.4*	0.9	-7.5	0.7
COc1ccc(C(=O)NC2(C(F)(F)F)C(=O)Nc3c2c(=O)[nH]c(=O)n3CCc2ccc(OC)c(OC)c2)cc1 (configuration not stated)	-6.7	1	1	0.9	-1.9	10.2	1.06	1.1	-3.4	0.9
CC(NC(=O)COC(=O)/C=C/c1ccc([N+](=O)[O-])cc1)c1ccccc1 (configuration not stated)	-7.7	1	1	0.9	-0.6	18.7	0.91	1.1	-15.0	1
CCNC(=S)N/N=C/c1ccc(OCC(=O)Nc2ccc(OC)cc2)c(OC)c1	-3.8	1	1.1	1	0.2	-0.4	0.49	1	-3.4	1
COc1ccccc1-n1c(SCC(=O)Nc2ccc(F)cc2)nc2c(c1=O)SCC2	-2.3	1	1	0.9	-2.6	-12.3	0.89	1	-16.2	1.1
CCCCCCCCCCNC(=O)C(=O)Nc1ccccn1	-0.9	1	0.9	1	-4.5	11.8	0.86	1	-4.0	1.1
S=C(c1c[nH]c2ccccc12)N1CCCC1	-7.4	1	1	1	-4.8	6.0	0.94	1.1	-6.4	1.1

Entries shown so far that have an NH in an aromatic ring, in the order listed:
SMILES	FLuc inh counter	TNAP act hiacc	bIAP act	PMI activator	TNAP inh hi DEA	APP 5'UTR act	NF-kB expr up	FLuc act counter	TNAP inh no acc	PMI act hi M6P
CCn1c(=S)[nH]c2cc(C(=O)O)ccc21	-0.4	1	0.9	1.3	-3.9	-11.1	0.9	1	7.1	1.4
C/C(Cl)=C/Cn1c(SC(C)C)nc2c1c(=O)[nH]c(=O)n2C	-6.3	1	1	0.8	-1.7	6.5	0.32	1.1	-4.9	0.9
O=c1ccc(-c2ccccc2)n[nH]1	-6.9	1.1	0.9	1	-5.7	-19.1	1.33	1.1	-10.5	1
CC1(C)Cc2[nH]c(=O)c(C#N)cc2CS1	-8.8	1.1	1	1	-5.6	2.4	0.98	1.1	-10.9	1
CCOc1ccc(NS(=O)(=O)c2ccc3[nH]c(=O)oc3c2)cc1	-2.3	1	0.9	1.1	-3.7	3.5	1.13	1	-10.5	1.1
Cc1[nH]n(-c2ccccc2)c(=O)c1/C=N/n1c(C)nc2ccccc2c1=O	6.7	1.1	1	1.3	-7.1	-11.7	1.32	0.9	0.8	1.3
O=C(NC1CCCCCC1)c1cc(=O)[nH]c2ccc(S(=O)(=O)N3CCOCC3)cc12	-5.7	1	1	1	-4.5	20.6	0.93	1.1	-4.6	1
Cc1ccc2nc(S(=O)(=O)O)[nH]c2c1	-3.0	1.1	1	1.1	-8.2	15.6	1.1	1	-12.6	1
COc1ccc(C(=O)NC2(C(F)(F)F)C(=O)Nc3c2c(=O)[nH]c(=O)n3CCc2ccc(OC)c(OC)c2)cc1 (configuration not stated)	-6.7	1	1	0.9	-1.9	10.2	1.06	1.1	-3.4	0.9
S=C(c1c[nH]c2ccccc12)N1CCCC1	-7.4	1	1	1	-4.8	6.0	0.94	1.1	-6.4	1.1
